PAFAH2 inh: PAFAH2 (human) inhibition | Q99487 | inhibition, % at 3.39 µM | recombinant PAFAH2, FP-rhodamine activity probe, fluorescence polarization | 340,000 compounds, 0.99% hits;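 active means inhibition above the mean over all tested compounds plus 3 SD, cut at about 30% in these data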;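 further: inhibitors block probe labeling of enzyme so polarization drops; 0% = enzyme with DMSO and 100% = wells lacking PAFAH2 protein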
GSTO1 inh: GSTO1 inhibition, counter-screen for RBBP9 inhibitors; inhibition, % at 5.96 µM; recombinant GSTO1, activity-based probe fluorescence polarization; 300,000 compounds, 1.1% hits;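 active means inhibition above the campaign mean inhibition plus 3 SD, cut at about 35% in these data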;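 further: 0% = GSTO1-1 with DMSO and 100% = wells lacking GSTO1-1 enzyme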
PME-1 inh: blocks human protein phosphatase methylesterase 1 | Q9Y570 | 320,000 compounds, 0.53% hits | recombinant PME-1, FP-Rh probe fluorescence polarization | inhibition, % at 5.9 µM | AID 2130;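 active means inhibition above the campaign mean of all compounds plus 3 SD, cut at about 26% in these data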;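 further: competitive labeling of PME-1 active site by serine hydrolase directed probe; 0% = PME-1 with DMSO and 100% = wells lacking PME-1 enzyme; inhibitors block probe labeling so polarization falls and inhibition rises; many of its hits are not listed in these tables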
LYPLA2 counter: counter-screen for PME1 inhibitors: inhibitors of human LYPLA2 | AID 2177 | recombinant LYPLA2, FP-Rh probe fluorescence polarization | O95372 | inhibition, % at 5.9 µM | 320,000 compounds, 0.38% hits;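 active means inhibition above the screen-wide mean plus 3 SD, limit set per campaign, cut at about 26% in these data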;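 further: 0% = LYPLA2 with DMSO and 100% = wells lacking LYPLA2 enzyme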
Target sequence (O95372 whole entry, looked up): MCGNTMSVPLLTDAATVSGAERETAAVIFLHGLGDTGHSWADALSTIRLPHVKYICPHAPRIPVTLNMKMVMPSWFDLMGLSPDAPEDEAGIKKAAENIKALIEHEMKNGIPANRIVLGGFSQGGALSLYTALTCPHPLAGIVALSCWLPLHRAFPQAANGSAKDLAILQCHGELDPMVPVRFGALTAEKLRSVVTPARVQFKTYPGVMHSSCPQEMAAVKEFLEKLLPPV
PAFAH1B2 FP inh: blocks human PAF acetylhydrolase 1b catalytic subunit 2; recombinant PAFAH1B2, FP-rhodamine activity probe, fluorescence polarization; inhibition, % at 3.39 µM; 340,000 compounds, 1.2% hits; AID 492953;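 active means inhibition above the mean of all tested compounds plus 3 SD, cut at about 24% in these data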;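 further: 0% = enzyme with DMSO and 100% = wells lacking PAFAH1B2; many of its hits are not listed in these tables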
PAFAH1B3 FP inh: inhibitors of human PAFAH1B3 | Q15102 | recombinant PAFAH1B3, FP-rhodamine probe, fluorescence polarization | inhibition, % at 3.39 µM | 340,000 compounds, 0.28% hits | AID 492972;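 active means inhibition above the screen-wide average of all tested compounds plus 3 SD, cut at about 25% in these data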;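 further: 0% = enzyme with DMSO only and 100% = wells lacking PAFAH1B3 protein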
LYPLA1 inh: blocks human lysophospholipase 1, a PME1 counter-screen; 320,000 compounds, 0.16% hits; O75608; recombinant LYPLA1, FP-Rh probe fluorescence polarization; inhibition, % at 5.9 µM;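 active means inhibition above the mean of all tested compounds plus 3 SD, set per campaign, cut at about 14% in these data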;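 further: inhibitors block serine hydrolase probe labeling of LYPLA1 so polarization falls; 0% = enzyme with DMSO and 100% = wells lacking LYPLA1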
Target sequence (O75608 whole entry, looked up): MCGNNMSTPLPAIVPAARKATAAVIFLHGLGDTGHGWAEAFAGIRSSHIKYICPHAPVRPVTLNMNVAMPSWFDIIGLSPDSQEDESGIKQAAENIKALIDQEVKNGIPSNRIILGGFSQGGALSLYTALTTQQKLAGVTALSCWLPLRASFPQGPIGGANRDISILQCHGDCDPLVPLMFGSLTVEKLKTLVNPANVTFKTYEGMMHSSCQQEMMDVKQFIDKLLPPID
pPAFAH FP inh: pPAFAH (human) enzyme inhibition; Q13093; recombinant pPAFAH, FP-rhodamine probe fluorescence polarization; inhibition, % at 3.39 µM; 330,000 compounds, 1.5% hits;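 active means inhibition above the mean inhibition across the screen plus 3 SD, cut at about 25% in these data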;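 further: inhibitors block binding of the rhodamine activity-based probe so polarization drops; 0% = enzyme with DMSO and 100% = wells lacking pPAFAH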
Target sequence (Q13093 whole entry, looked up): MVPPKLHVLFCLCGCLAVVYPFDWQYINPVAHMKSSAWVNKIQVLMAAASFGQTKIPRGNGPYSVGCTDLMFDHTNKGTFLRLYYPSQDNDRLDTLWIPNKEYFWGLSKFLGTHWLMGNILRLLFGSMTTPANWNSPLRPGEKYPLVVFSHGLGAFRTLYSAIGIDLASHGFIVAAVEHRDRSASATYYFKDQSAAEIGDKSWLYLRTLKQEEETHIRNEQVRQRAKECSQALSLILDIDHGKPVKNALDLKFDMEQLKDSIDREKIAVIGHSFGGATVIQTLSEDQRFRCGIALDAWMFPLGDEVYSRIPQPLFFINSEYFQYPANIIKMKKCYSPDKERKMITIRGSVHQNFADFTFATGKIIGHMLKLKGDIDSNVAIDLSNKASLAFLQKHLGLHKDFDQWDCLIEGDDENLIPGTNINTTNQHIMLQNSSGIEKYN
PAD4 inh: PAD4 (human) enzyme inhibition. inhibition, % at 6.36 µM. Q9UM07. AID 485272. recombinant PAD4, RCA probe fluorescence polarization. 330,000 compounds, 0.41% hits;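 active means percent inhibition above a cutoff equal to the mean of all tested compounds plus 3 SD, cut at about 15% in these data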;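 further: 0% = PAD4 with RCA probe and DMSO and 100% = probe without PAD4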
Active calls of the source: *; . = not tested or not shown; & = joins results of further samples.

SMILES	PAFAH2 inh	GSTO1 inh	PME-1 inh	LYPLA2 counter	PAFAH1B2 FP inh	PAFAH1B3 FP inh	LYPLA1 inh	pPAFAH FP inh	PAD4 inh
COc1cc(OC)c2c(-c3cccc(-c4ccc(C#N)cc4)c3)cc(=O)oc2c1	-2	.	.	.	1	8	.	5	-2
C[C@]12c3[nH]c4cc(-c5ccco5)ccc4c3CCN1C(=O)[C@@H](CC(=O)NCCc1ccccn1)C[C@@H]2C(=O)N1CCCCC1	-3	.	.	.	1	3	.	3	3
Cc1ccccc1N(Cc1ccccc1F)S(C)(=O)=O	-4	-1	-3	2	9	10	1	4	2
CCOC(=O)c1c(C)nc2c(c1-c1ccc(OC)cc1)C(=O)CC(C)(C)C2	-1	-2	4	2	-3	4	-2	1	7
COc1cccc(/C=C2\SC(=S)N(CC(=O)N(C)C3CCS(=O)(=O)C3)C2=O)c1 (stereo not given)	-6	-5	-9	0	-1	-1	-1	1	-6
CC(/C=C/c1ccccc1)=N\NC(=O)C1CC1(C)c1ccccc1 (stereo not given)	-7	-11	-43	-42	6	4	-24	-8	-24
Cc1ccc(S(=O)(=O)N2CCCC2C(=O)Nc2nc3c(s2)CCCC3)cc1 (stereo not given)	2	0	1	0	4	-6	0	3	-1
C/C(=N/NC(=O)c1cccs1)c1c(C)[nH]n(-c2nc3ccccc3s2)c1=O	12	2	1	-1	18	2	-4	7	-2
O=C(Nc1cc2c3c(c1)C1CCCC1CN3CC1CCCC21)c1ccc([N+](=O)[O-])cc1 (stereo not given)	-1	13	6	4	7	11	-3	4	-2
O=C(c1ccc(-n2cncn2)c([N+](=O)[O-])c1)N1CCN(S(=O)(=O)c2ccc(Cl)cc2)CC1	-8	-1	5	1	16	19	1	2	0
Cc1cc(-c2ccccc2)c2c(n1)sc1c(O)cc(=O)[nH]c12	.	-4	10	-1	.	.	-1	13	1
Cc1nc2ccc(NS(=O)(=O)c3ccc(F)cc3)cc2s1	-3	10	-14	10	10	9	2	4	3
O=C1CSC(c2ccc3c(c2)OCO3)N1c1ccc(Oc2ccccc2)cc1 (stereo not given)	-4	-1	-3	7	3	14	2	0	3
Cc1ccc(CNC(=O)CC2Sc3ccccc3NC2=O)cc1 (stereo not given)	5	2	-6	4	-2	0	-2	5	-6
NC(=O)Cn1nnc(-c2ccc(CN3CCCCC3)cc2)n1	-1	3	7	-7	3	7	1	-4	3
COC(=O)c1cc2n(n1)CCN(Cc1ccc(OC)cc1)C2=O	0	-6	-2	-4	-6	5	1	2	-5
COc1ccc2c(c1)c(=O)oc1cc(OCC(=O)NC3CC3)ccc12	6	2	3	-1	-5	4	-3	7	-9
O=C(NCc1cccnc1)C12CC3CC(CC(C3)C1)C2	-1	7	5	1	15	15	-3	3	-1
Cc1cccc(OCCCC(=O)NNC(=O)c2cccc(N(C)C)c2)c1	4	.	.	.	0	5	.	3	-3
CCOC(=O)c1ccc(NC(=O)CCC(CC)C(=O)O)cc1 (stereo not given)	-6	10	-4	-1	-3	3	1	2	-1

13 structures out of the list, arranged by SMILES length, ascending:
SMILES	PAFAH2 inh	GSTO1 inh	PME-1 inh	LYPLA2 counter	PAFAH1B2 FP inh	PAFAH1B3 FP inh	LYPLA1 inh	pPAFAH FP inh	PAD4 inh
Cc1ccccc1N(Cc1ccccc1F)S(C)(=O)=O	-4	-1	-3	2	9	10	1	4	2
O=C(NCc1cccnc1)C12CC3CC(CC(C3)C1)C2	-1	7	5	1	15	15	-3	3	-1
NC(=O)Cn1nnc(-c2ccc(CN3CCCCC3)cc2)n1	-1	3	7	-7	3	7	1	-4	3
CCOC(=O)c1ccc(NC(=O)CCC(CC)C(=O)O)cc1 (stereo not given)	-6	10	-4	-1	-3	3	1	2	-1
Cc1cccc(OCCCC(=O)NNC(=O)c2cccc(N(C)C)c2)c1	4	.	.	.	0	5	.	3	-3
O=C1CSC(c2ccc3c(c2)OCO3)N1c1ccc(Oc2ccccc2)cc1 (stereo not given)	-4	-1	-3	7	3	14	2	0	3
Cc1ccc(S(=O)(=O)N2CCCC2C(=O)Nc2nc3c(s2)CCCC3)cc1 (stereo not given)	2	0	1	0	4	-6	0	3	-1
CCOC(=O)c1c(C)nc2c(c1-c1ccc(OC)cc1)C(=O)CC(C)(C)C2	-1	-2	4	2	-3	4	-2	1	7
COc1cc(OC)c2c(-c3cccc(-c4ccc(C#N)cc4)c3)cc(=O)oc2c1	-2	.	.	.	1	8	.	5	-2
COc1cccc(/C=C2\SC(=S)N(CC(=O)N(C)C3CCS(=O)(=O)C3)C2=O)c1 (stereo not given)	-6	-5	-9	0	-1	-1	-1	1	-6
O=C(Nc1cc2c3c(c1)C1CCCC1CN3CC1CCCC21)c1ccc([N+](=O)[O-])cc1 (stereo not given)	-1	13	6	4	7	11	-3	4	-2
O=C(c1ccc(-n2cncn2)c([N+](=O)[O-])c1)N1CCN(S(=O)(=O)c2ccc(Cl)cc2)CC1	-8	-1	5	1	16	19	1	2	0
C[C@]12c3[nH]c4cc(-c5ccco5)ccc4c3CCN1C(=O)[C@@H](CC(=O)NCCc1ccccn1)C[C@@H]2C(=O)N1CCCCC1	-3	.	.	.	1	3	.	3	3

(continued)
SMILES	PAFAH2 inh	GSTO1 inh	PME-1 inh	LYPLA2 counter	PAFAH1B2 FP inh	PAFAH1B3 FP inh	LYPLA1 inh	pPAFAH FP inh	PAD4 inh
COc1ccc(-c2cn3cccc(C)c3n2)cc1F	-3	6	7	-1	-1	-1	-4	-1	-3
C/C(Nc1ccccc1)=C(/C#N)C(N)=O	-4	3	2	1	0	-2	-3	-1	-1
Cc1ccc(S(=O)(=O)NCC(=O)OC2CCOC2=O)cc1 (stereo not given)	-3	10	0	13	11	12	4	5	1
Cc1cc2nc(-c3cc(N4CCOCC4)ccc3[N+](=O)[O-])ccn2n1	-3	13	-2	9	-1	0	1	2	0
CCCCn1c(=O)[nH]c(=O)c2c1nc(-c1ccc(OC)c(Br)c1)n2CC(C)C	-3	0	5	1	9	7	-1	12	-2
COc1ccc(C(=O)Nc2ccc(/C(C)=N/NC(=O)c3ccncc3)cc2)cc1	1	-1	3	4	8	7	2	3	2
Cc1noc(C)c1CSc1nnc(-c2ccccc2)n1N	5	3	2	0	5	-1	1	-2	1
CN(C)Cc1cnc2ccc(Cl)cn12	-1	-1	-3	2	3	0	0	0	-2
COc1ccc(C2COC(=O)C2=N)c(NC(=O)c2ccc(Cl)cc2)c1 (stereo not given)	-5	-3	5	6	2	-2	1	12	3
O=C1CSc2ccc(S(=O)(=O)N3CCN(c4ccccc4F)CC3)cc2N1	-9	-4	2	-12	1	9	-10	8	-6
O=C1OCC(CO)(CO)N=C1NNc1ccc(Cl)c(Cl)c1	2	7	6	2	4	5	4	2	4
COc1ccc(C(=O)Cc2ccc3c(c2)OCO3)c(O)c1	-12	-5	-8	6	-1	3	-5	6	-2
Cc1nn(CCCC(=O)NCc2ccccc2)c(=O)c2nn(-c3ccccc3)c(C)c12	-1	4	1	-2	2	3	-2	6	2
O=C(COC(=O)CNS(=O)(=O)c1ccccc1)Nc1ccc(Cl)cn1	3	0	-4	6	-2	-7	-3	16	2
COc1cccc(CN2CC(C(=O)NCCc3ccccc3C(F)(F)F)CCC2=O)c1 (stereo not given)	5	4	4	-12	2	1	-3	3	2
NC(=O)OCC(COC(N)=O)c1ccccc1	-3&0	8&5	-6&-7	-1&4	1&-4	8&12	-1&-2	-2&1	-1&2
COC(CN(C)S(=O)(=O)c1cc2c3c(c1)CCN3C(=O)CC2)OC	-13	-2	0	-4	-4	4	-3	5	1
COc1ccc(C(OC(=O)c2ccco2)C(=O)NC2CCCCC2)cc1OC (stereo not given)	-1	3	1	-5	-1	6	-3	1	-7
COC(=O)c1ccc(C(=O)OC)c(NC(=O)CN2CCN(c3ccccc3)CC2)c1	5	34	0	6	-2	2	3	9	-1
COc1ccc(CNC(=O)COc2ccc(Br)c(C)c2)cc1	-9	16	0	6	12	-2	-1	18	1
CCOC(=O)c1sc(Nc2cccc(Cl)c2)nc1C	3	-6	3	-8	6	-4	-5	2	-11
O=C(O)CCSc1ccc2ccccc2n1	3&-2	-3&-6	1&2	2&-6	1&4	10&7	0&-5	4&9	2&-2
COCCCn1c(SCC(=O)Nc2ccc(NC(C)=O)cc2)nc2sc3c(c2c1=O)CCC3	1	10	-11	-1	1	-5	-5	2	2
O=C1N[C@@H](c2ccccc2)COC(=O)[C@H](Cc2ccc(F)cc2)C/C=C\C[C@@H]1CC(=O)N(CCO)Cc1ccccc1	4	.	.	.	4	1	.	1	4
COc1ccc2c(c1OC)C(=O)N1C2SC(C)(C)[C@H]1C(=O)NC(C)C (stereo not given in full)	-12	1	-8	6	6	3	-2	4	5
CC(C)(C)C(=O)Nc1ccccc1C(=O)Nc1cccnc1	4	-2	-1	-4	3	-1	0	1	3
Cc1ccccc1N(CC(=O)Nc1ccccc1C(=O)NCc1ccco1)S(=O)(=O)c1ccccc1	2	-4	-7	-4	-1	1	-4	5	0
O=C(CSc1nnc(COc2ccccc2)o1)Nc1ccc(F)cc1	-6	7	-8	-11	5	0	-1	4	-2
CCCCN1C(=O)C(O)(CC(=O)c2c(C)coc2C)c2ccccc21 (stereo not given)	7	-2	-4	-2	1	-1	0	-2	2
Cc1cccc(N(CC(=O)NC2CCCC2)C(=O)c2cc3cc4cccc(C)c4nc3s2)c1C	-18	-5	-11	-5	-6	-11	-5	1	-2
CN(C(=O)c1ccc(COc2ccccc2Br)o1)c1ccccc1	12	6	6	-2	5	4	-6	9	-2
OC1(c2cccs2)CN(c2ccc(Cl)cc2)C2=[N+]1CCCC2 (stereo not given)	8	-1	-7	2	4	2	1	5	-7
COc1ccc(C(=O)NC(=S)NCc2cccnc2)cc1OC	-8	5	2	-1	0	2	-1	-1	-3
COc1cc(C#Cc2c(-c3cncn3C)n(C)c3ccc(-c4cc(OC)c(OC)c(OC)c4)cc23)cc(OC)c1	8	.	.	.	7	14	.	19	-3
CC(C)(C)c1nnc2sc(SCCN3C(=O)c4ccccc4C3=O)nn2c1=O	3	6	0	2	1	9	4	1	1
Cc1ccc(-c2nc3cccnc3o2)cc1NC(=O)COc1ccc(Cl)cc1C	1	2	-1	5	4	-3	1	0	0
C=CCSc1nnc(NC(=O)CSc2ccccn2)s1	.	0	7	4	.	.	3	3	0
CCOC(=O)Cc1csc(NC(=O)CC(C)(C)C)n1	-1	-4	-3	0	6	4	-1	1	-3
Cc1ccc(C)c(N2CCN(C(=O)CCS(=O)(=O)c3ccc4c(c3)NC(=O)CO4)CC2)c1	-4	10	3	-5	-1	-7	-3	1	4
CCCCOc1ccc(-c2c(C#N)c(N)[nH]c(=S)c2C#N)cc1	.	17	-1	3	.	.	3	-1	-4
CC(NC(=O)CN(C)CC(=O)Nc1ccc(F)c(F)c1F)c1ccccc1 (stereo not given)	1	-6	5	0	3	11	2	0	0
CCCCCCN(C(=O)CCCCCN1C(=O)NC(c2ccc(-c3ccccc3)cc2)C(C(=O)OCc2ccccc2)=C1C)C(C(=O)NCCCC)c1ccc(OCC(=O)OC)cc1 (stereo not given)	.	3	1	-4	.	.	-4	19	7

Compound activity as filed in PubChem.

This is a subset (hit frequency here may not be typical).
